Screening results from PubChem BioAssay.
S1P4 agonist = human S1P4 receptor agonism | O95977 | S1P4-expressing cell line, agonist reporter assay | activation, % at 4.98 µM | actives 0.35% (n = 220,000); in the data active = activation above about 11%;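 also: 0% = DMSO vehicle and 100% = reference agonist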
Target sequence (O95977 whole entry, looked up): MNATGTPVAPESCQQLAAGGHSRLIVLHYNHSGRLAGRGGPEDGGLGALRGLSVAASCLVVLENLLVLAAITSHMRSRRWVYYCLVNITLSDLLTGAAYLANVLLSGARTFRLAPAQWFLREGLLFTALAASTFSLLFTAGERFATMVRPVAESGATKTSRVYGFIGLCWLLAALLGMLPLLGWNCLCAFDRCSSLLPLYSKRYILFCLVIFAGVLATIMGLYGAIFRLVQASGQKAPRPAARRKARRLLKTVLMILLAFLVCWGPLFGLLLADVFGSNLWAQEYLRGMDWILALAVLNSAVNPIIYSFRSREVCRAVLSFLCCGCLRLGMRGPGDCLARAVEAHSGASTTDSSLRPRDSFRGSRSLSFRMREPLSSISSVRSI
NPY-Y1 PAM-ag = human NPY-Y1 potentiation or agonism, primary screen; P25929; NPY-Y1 expressing cells, potentiator/agonist activation; activation, % at 3.6 µM; actives 0.37% (n = 220,000); AID 1304; in the data active = activation above about 33%, passing the limit was not always enough;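 also: cells stimulated with NPY at EC10 then isoproterenol at EC100; 0% = low agonist plus stimulus and 100% = saturating agonist plus stimulus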
RBBP9 inh = blocks human serine hydrolase RBBP9. recombinant RBBP9, FP-Rh probe fluorescence polarization. inhibition, % at 7.94 µM. actives 0.2% (n = 220,000). AID 1515;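 active = inhibition above the campaign mean of all tested compounds plus 3 SD, cut at about 14% in these data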;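 also: plate controls were DMSO wells with RBBP9 for no effect and wells lacking RBBP9 protein for full effect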
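Measured by – fluorescence polarization · Test system – RBBP9 protein · Input – 2.5 µM RBBP9 dispensing solution, before mixing · Measure – percent inhibition from mP, scaled between DMSO and no-protein wells · Benchmarks – DMSO-treated enzyme wells and wells lacking RBBP9 · Times – preincubation 30 min plus labeling 45 min at 25 °C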
BaF3 tox = parental Ba/F3 viability inhibition as JAK2V617F counter-screen; CellTiter-Glo ATP luminescence; inhibition, % at 5.6 µM; actives 1.1% (n = 220,000);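 active = inhibition above a per-campaign cutoff, the mean inhibition of all tested compounds plus 3 SD, cut at about 27% in these data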;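 also: 0% = DMSO wells and 100% = JAK Inhibitor I control wells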
Runt-CBFb FRET = blocks binding of human RUNX1 Runt domain to CBFb; Cerulean-Runt/Venus-CBFb FRET ratio 530/480, 1 h; inhibition, % at 20 µM; AID 1496; Q01196+Q13951; actives 0.46% (n = 220,000);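 active = inhibition over about 50% at 20 µM in the single-dose screen, limit read from the data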;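 also: 0% = DMSO wells and 100% = excess unlabeled CBFb competitor control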
Target sequence (Q01196 whole entry, looked up, the tested form may be a part): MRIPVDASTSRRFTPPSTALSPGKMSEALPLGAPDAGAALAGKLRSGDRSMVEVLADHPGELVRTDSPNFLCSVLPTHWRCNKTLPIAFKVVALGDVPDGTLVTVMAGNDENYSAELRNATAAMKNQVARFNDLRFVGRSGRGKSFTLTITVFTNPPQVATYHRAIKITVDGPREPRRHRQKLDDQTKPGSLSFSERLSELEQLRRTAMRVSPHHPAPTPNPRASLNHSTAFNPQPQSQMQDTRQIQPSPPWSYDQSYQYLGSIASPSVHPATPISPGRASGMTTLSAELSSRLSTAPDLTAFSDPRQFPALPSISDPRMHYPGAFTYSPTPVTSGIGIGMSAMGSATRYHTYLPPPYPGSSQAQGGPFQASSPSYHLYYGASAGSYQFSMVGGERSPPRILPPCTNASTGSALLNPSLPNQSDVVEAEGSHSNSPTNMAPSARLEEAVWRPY
Target sequence (Q13951 whole entry, looked up, the tested form may be a part): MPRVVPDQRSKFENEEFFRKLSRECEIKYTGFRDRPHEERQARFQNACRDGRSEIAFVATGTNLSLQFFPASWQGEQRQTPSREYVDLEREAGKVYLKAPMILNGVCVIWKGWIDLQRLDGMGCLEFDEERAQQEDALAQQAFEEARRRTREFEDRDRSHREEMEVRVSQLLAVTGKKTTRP
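Assay system: Cerulean-tagged RUNX1 Runt domain (FRET donor) fusion protein / Amount: 100 nM each of Venus-CBFb and Cerulean-Runt domain / Medium: Tris buffer pH 7.5 with salts and BSA / Also added: Venus-CBFb 100 nM / Schedule: 1 h complex formation plus 1 h compound treatment, room temperature / Signal: FRET fluorescence / Read-out: loss of energy transfer signal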
NPY-Y2 PAM-ag = potentiates or activates human NPY-Y2 receptor; AID 1359; activation, % at 3.6 µM; actives 0.45% (n = 220,000); cells expressing NPY-Y2, potentiator/agonist read-out; P49146; in the data active = activation above about 27%;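 also: cells stimulated with NPY near EC25 plus isoproterenol at EC100; 0% = vehicle plus submaximal agonist and 100% = vehicle plus saturating agonist; some results beyond the cut were filed as inactive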
S1P4 antagonist = human S1P4 receptor antagonism; actives 0.26% (n = 220,000); inhibition, % at 4.98 µM; S1P4-expressing cells, antagonist mode, reporter read-out; AID 1510; O95977; in the data active = inhibition above about 29%;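 also: 0% = wells stimulated with agonist and 100% = vehicle wells without agonist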
NPY Y1 blocker = antagonists of human neuropeptide Y receptor Y1. HEK293-CNG Y1 cells, membrane potential fluorescence; NPY at EC95, then isoproterenol. inhibition, % at 3.6 µM. actives 1% (n = 200,000). AID 1040;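 active = inhibition above the campaign mean inhibition of all tested compounds plus 3 SD, cut at about 20% in these data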;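 also: 0% = DMSO wells given NPY plus isoproterenol and 100% = isoproterenol alone without NPY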
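material = HEK293 cells with Y1 receptor plus CNG channel | also added = NPY 25 nM then isoproterenol 1 µM plus Ro 20-1724 25 µM | schedule = dye 3 h, compound 60 min room temperature, stimulation 45 min | measured by = membrane potential fluorescence | benchmarks = high control isoproterenol alone, low control NPY with isoproterenol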
Ba/F3 V617F tox = loss of viability in JAK2V617F-driven Ba/F3 cells; inhibition, % at 5.6 µM; actives 1.1% (n = 220,000); Ba/F3 EpoR-JAK2V617F viability, ATP luminescence;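 active = inhibition above the campaign mean plus 3 SD over all tested compounds, cut at about 24% in these data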;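 also: cytokine-independent growth of Ba/F3 cells driven by EpoR plus mutant JAK2; 0% = DMSO-treated cells and 100% = JAK inhibitor I control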
* = called active by the depositor; . = no result given.

SMILES	S1P4 agonist	NPY-Y1 PAM-ag	RBBP9 inh	BaF3 tox	Runt-CBFb FRET	NPY-Y2 PAM-ag	S1P4 antagonist	NPY Y1 blocker	Ba/F3 V617F tox
Cc1csc(NC(=O)c2nc(-c3ccccc3)n(-c3ccccc3)n2)n1	0.6	8	-12	13	1	1	-23	6	5
COc1ccc(C2=NCCn3cccc32)c(OC)c1	-0.2	-15	-1	4	-3	19	-10	16	4
O=C(CSc1ncnc2c1cnn2-c1ccccc1)Nc1ccc2c(c1)OCO2	0.9	6	4	1	-3	1	0	-4	-1
C/C(=N\Nc1ccc(C(F)(F)F)cn1)c1ccncc1	-0.3	12	-5	2	-2	6	-4	-2	-1
CCCCOC(=O)c1ccc(NC(=S)N2CCN(c3ncc4c(=O)c(C(=O)O)cn(CC)c4n3)CC2)cc1	0.0	17	2	-5	-1	-19	3	.	0
Cc1scc(C(=O)N/N=C/c2ccc(OC(C)C)cc2)c1C	-2.2	-12	0	3	1	-24	3	4	0
CC(NC(=O)c1ccc(Cn2cc([N+](=O)[O-])cn2)cc1)c1ccccc1 (centres undefined)	-0.4	-13	-1	2	0	5	-5	2	-3
COc1ccc(OCC(=O)c2c(O)c3ccccc3oc2=O)cc1	-0.9	-28	-12	5	9	-6	-10	1	2
COc1ccc(CC(CC(=O)O)C(=O)Nc2ccccc2)cc1 (centres undefined)	-2.3	-2	-7	-1	2	1	-26	6	-3
CCCC(=O)NC(c1ccccc1OC)c1ccc2cccnc2c1O (centres undefined)	-0.1	-4	-9	101*	4	-4	4	5	102*
COc1ccc2nc3ccccc3nc2c1NC(=O)c1ccc(Br)cc1	2.2	7	0	3	0	3	-4	-2	-2
COC(=O)C1=C(C)N(C)C(=O)NC1c1cc(Cl)c(O)c(OC)c1 (centres undefined)	3.1	-10	-13	4	5	-11	7	11	4
Clc1cccc(-c2cc3nc4c(c(N5CCOCC5)n3n2)CCCC4)c1	-1.0	-11	-6	15	-8	-10	-5	3	2
CN(C)S(=O)(=O)c1cccc(NC(=O)CSc2nncn2C)c1	-0.2	18	12	-1	2	-28	-10	.	-6
COc1ccc(-c2nnc(SCCC(=O)O)n2-c2ccccc2)cc1OC	-2.0	-20	2	2	-1	5	-7	0	-4
Cc1ccc(S(=O)(=O)NC2CCCCC2)c2nsnc12	4.9	-11	-5	2	-1	0	15	-6	-2
CCOc1ccccc1/C=N/Nc1ccccc1[N+](=O)[O-]	0.0	-8	0	4	-9	8	-4	0	-1
CCCCCNC(=O)Cc1ccc(OC)cc1	-1.3	0	0	4	0	-5	2	8	-5
CC(C)(C)c1ccc(C(=O)NNC(=S)NCc2ccco2)cc1	0.5	11	3	-4	4	-12	16	.	4
O=C(NCC(c1cccs1)N1CCOCC1)c1ccccc1NS(=O)(=O)c1cccc([N+](=O)[O-])c1 (centres undefined)	-2.2	1	-10	9	-1	18	1	-4	5
COc1ccc(C(=O)NCC(=O)NCC(c2ccco2)N(C)C)cc1OC (centres undefined)	-2.2	12	-2	-3	3	5	-2	3	-5
Cc1ccc(NC(C)c2cc(Cl)ccc2O)cc1 (centres undefined)	1.8	7	0	0	-1	2	2	-6	-5
CS(=O)(=O)N1CCC(C(=O)NCc2ccccc2)CC1	1.0	4	-4	7	-1	-14	9	-3	-1
CN(C1=C(N2CCOCC2)C(=O)c2ccccc2C1=O)c1ccccc1	1.0	25	1	-1	-2	26	-8	-13	0
CCOC(=O)N1CCN(c2cc(=O)n(-c3ccc(C)cc3)c(=O)[nH]2)CC1	1.4	7	-4	5	0	9	-7	-1	-1

Ordered by count of non-hydrogen atoms (falling): 13 of the compounds above
SMILES	S1P4 agonist	NPY-Y1 PAM-ag	RBBP9 inh	BaF3 tox	Runt-CBFb FRET	NPY-Y2 PAM-ag	S1P4 antagonist	NPY Y1 blocker	Ba/F3 V617F tox
CCCCOC(=O)c1ccc(NC(=S)N2CCN(c3ncc4c(=O)c(C(=O)O)cn(CC)c4n3)CC2)cc1	0.0	17	2	-5	-1	-19	3	.	0
O=C(NCC(c1cccs1)N1CCOCC1)c1ccccc1NS(=O)(=O)c1cccc([N+](=O)[O-])c1 (centres undefined)	-2.2	1	-10	9	-1	18	1	-4	5
O=C(CSc1ncnc2c1cnn2-c1ccccc1)Nc1ccc2c(c1)OCO2	0.9	6	4	1	-3	1	0	-4	-1
COc1ccc(-c2nnc(SCCC(=O)O)n2-c2ccccc2)cc1OC	-2.0	-20	2	2	-1	5	-7	0	-4
CCCC(=O)NC(c1ccccc1OC)c1ccc2cccnc2c1O (centres undefined)	-0.1	-4	-9	101*	4	-4	4	5	102*
COc1ccc(OCC(=O)c2c(O)c3ccccc3oc2=O)cc1	-0.9	-28	-12	5	9	-6	-10	1	2
COC(=O)C1=C(C)N(C)C(=O)NC1c1cc(Cl)c(O)c(OC)c1 (centres undefined)	3.1	-10	-13	4	5	-11	7	11	4
Cc1scc(C(=O)N/N=C/c2ccc(OC(C)C)cc2)c1C	-2.2	-12	0	3	1	-24	3	4	0
CCOc1ccccc1/C=N/Nc1ccccc1[N+](=O)[O-]	0.0	-8	0	4	-9	8	-4	0	-1
CS(=O)(=O)N1CCC(C(=O)NCc2ccccc2)CC1	1.0	4	-4	7	-1	-14	9	-3	-1
COc1ccc(C2=NCCn3cccc32)c(OC)c1	-0.2	-15	-1	4	-3	19	-10	16	4
Cc1ccc(NC(C)c2cc(Cl)ccc2O)cc1 (centres undefined)	1.8	7	0	0	-1	2	2	-6	-5
CCCCCNC(=O)Cc1ccc(OC)cc1	-1.3	0	0	4	0	-5	2	8	-5

Going on with the list.
SMILES	S1P4 agonist	NPY-Y1 PAM-ag	RBBP9 inh	BaF3 tox	Runt-CBFb FRET	NPY-Y2 PAM-ag	S1P4 antagonist	NPY Y1 blocker	Ba/F3 V617F tox
Cc1cccc(OCC(=O)N/N=C/c2ccc(N(C)C)cc2)c1	1.2	-3	-2	6	2	-24	2	8	0
O=C(NCCCN1CCOCC1)c1ccc(Cl)s1	-2.6	-15	-5	5	3	2	-22	4	-3
CCN1CCN(C(=O)c2ccccc2N(Cc2ccccc2)S(C)(=O)=O)CC1	3.4	17	0	2	-1	5	-24	4	-3
CCOC(=O)c1cc(=O)n(-c2ccc(Cl)cc2C)[nH]1	-0.5	13	-9	6	-5	12	-10	2	-1
CCOC(=O)C(Cc1cc(C(C)=O)ccc1OC(C)C)C(=O)OCC	1.6	1	-5	-1	-4	-4	-8	3	2
COc1ccc(C2=NN(CN3C(=O)C(=O)c4ccccc43)C(c3ccc(Br)cc3)C2)cc1 (centres undefined)	1.2	-9	-11	6	2	8	6	4	-2
CN(Cc1ccco1)C(=O)Cn1nc(-c2ccc(Cl)cc2)ccc1=O	0.6	-3	-8	-2	-1	-1	-25	4	0
COc1ccc(CNCCSc2nnnn2C)c(OC)c1OC	2.6	-3	-2	0	-1	12	-5	8	-5
Cc1ccc(-c2cc(C(F)F)n3ncc(C(=O)N4CCCCC4c4cccnc4)c3n2)cc1 (centres undefined)	2.5	-11	-3	2	-2	-10	-24	1	1
C[C@@H](C(=O)NCCc1c[nH]c2ccccc12)[C@H]1C[C@]1(C)[C@H](NC(=O)OCc1ccccc1)c1ccccc1	0.7	12	-7	6	1	3	18	-7	-1
N#Cc1c2c(c(NCCCN3CCOCC3)n3c1nc1ccccc13)CCC2	1.4	4	-6	6	12	5	0	-3	-1
CC(CC(=O)O)n1nnc2ccccc21 (centres undefined)	-1.5	-9	-15	-1	3	-15	1	.	2
NCCCC[C@@H]1NC(=O)[C@H](CCC(=O)O)NC(=O)c2cc([N+](=O)[O-])cc(I)c2OCC[C@@H](C(N)=O)NC1=O	3.2	-1	-7	6	-1	-3	-9	3	-1
O=C(COC(=O)c1ccc2c(c1)C(=O)N(CCc1ccccc1)C2=O)Nc1ccc(OC(F)F)cc1	-0.3	-2	2	2	-1	4	-5	1	-3
O=C(CCCN1C(=O)CCC1=O)Nc1ccc2c(c1)OCO2	0.3	-10	3	2	2	5	7	-3	4
CCc1ccc(NC(=O)CSc2nnc(Cn3c(=O)sc4ccccc43)n2C)cc1	0.3	5	-5	1	-7	-8	1	-3	-1
CCc1ccc(NC(=O)c2ccccc2SC)cc1	0.7	-22	-2	0	0	-17	-6	5	0
COc1ccc(CCNC(=S)Nc2cccc(C)c2)cc1	0.8	-14	-1	4	2	1	0	3	-1
CCOC(=O)c1cnc2c(C#N)c(C)nn2c1-c1ccccc1	0.2	0	3	7	2	-6	8	-3	2
COc1ccc(C(C)=O)cc1CS(=O)(=O)CC(=O)O	2.3	12	-2	1	0	7	-21	2	4
CN1C(=O)CSC1=NC12CC3CC(CC(C3)C1)C2	0.2	-6	-3	5	1	-3	11	0	-1
Cc1nnc(SCc2cc(=O)[nH]c(Nc3nc(C)c4ccccc4n3)n2)s1	3.4	-11	-4	2	.	-3	-11	-6	-4
COc1ccc(Cl)cc1NC(=O)c1cc(-c2cc(C)ccc2O)n[nH]1	-0.9	3	-10	-1	-2	-22	-7	.	-3
O=C(/C=C/c1ccccc1)NC(=S)Nc1ncccn1	-0.4	11	0	2	4	5	-8	.	0
Nc1nonc1C(=O)NCCc1ccccc1	1.0	13	-1	2	1	-3	8	-1	-1

Further entries:
SMILES	S1P4 agonist	NPY-Y1 PAM-ag	RBBP9 inh	BaF3 tox	Runt-CBFb FRET	NPY-Y2 PAM-ag	S1P4 antagonist	NPY Y1 blocker	Ba/F3 V617F tox
O=[N+]([O-])c1cccc(/C=N/n2cnnc2)c1	0.9	14	-7	1	-1	-2	-12	.	-3
Cc1nn2c(N)c(C#N)cnc2c1-c1ccc(Cl)cc1	0.8	18	-3	0	2	5	10	7	-5
COc1cc(/C=C(\C#N)C(=O)Nc2ccc3ccccc3c2)c([N+](=O)[O-])cc1OC	1.9	4	6	8	10	-11	-9	4	-1
CCOC(=O)c1sc2ncnc(OC)c2c1C	-0.3	11	-13	2	2	16	11	2	-1
CCOC(=O)C1CCCN(C(=O)c2ccc(C)c([N+](=O)[O-])c2)C1 (centres undefined)	-0.1	5	-4	7	-1	-3	6	10	5
COc1ccc(NC(=O)NCc2ccccn2)cc1	-0.8	11	-4	0	-1	8	-9	0	-3
